Bioassay records as filed in PubChem BioAssay.
KB-3-1 tox: kills parental KB-3-1 adenocarcinoma cells | 1.4% of 400,000 active | Potency, µM (series often up to 46.1 µM), for the others: at the highest dose activity change, negative = cytotoxic, actives largely listed as cytotoxic | AID 1347075 | KB-3-1 viability, CellTiter-Glo ATP luminescence, 72 h; also: potency is read from the fitted curve at half-maximal effect; % is scaled to controls: 0 for no effect and ±100 for the full control effect; nearly all actives have a fitted effect of over 60% in size
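Cytotoxicity in the drug-sensitive parental line KB-3-1 was scored as loss of CellTiter-Glo luminescence following 72 h incubation with compound. Values come from curve fitting of normalized concentration-response data.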
SW480 rereplic: DNA re-replication induction in SW480 cells. Potency, µM (doses to about 46.1 µM), for the others: top-dose re-replication activation, usual class: activators. SW480 DNA re-replication, Hoechst DNA content imaging, 48 h. 1.8% of 340,000 active; also: potency is read from the fitted curve at half-maximal effect; % of control where 0% means no effect; nearly all actives have a fitted effect of over 55% in size
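DNA re-replication was detected as more nuclei of elevated Hoechst intensity after 48 hr exposure to compound (23 nL pinned per well of 250 cells).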
KB-V1 MDR tox: kills drug-selected multidrug resistant KB-V1 cells; KB-V1 MDR cells viability, CellTiter-Glo, 72 h; 3.4% of 400,000 active; Potency, µM (top dose mostly 46.1 µM), inactives show top-dose activity change, negative = cytotoxicity, actives largely listed as cytotoxic; also: potency is read from the fitted curve at half-maximal effect; % is scaled to controls: 0 for no effect and ±100 for the full control effect; nearly all actives have a fitted effect of over 60% in size
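KB-V1 MDR subline cells in DMEM (phenol-red free, 10% FBS) exposed to compounds in qHTS concentration series for 72 h at 37 degrees C. Viability read by CellTiter-Glo luminescence; concentration-effect curves fitted after normalization and correction.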
IL1B secr inh: inhibitors of inflammasome signaling (IL-1 beta secretion) | THP-1 LPS/ATP IL-1B secretion, AlphaLISA, 16 h; active compounds read low | activity change, % at 57.5 µM | 4.7% of 360,000 active; in the data active = activity change below about -50%; inconclusive = mostly about -30% to -49%; also: % is scaled to controls: 0 for no effect and ±100 for the full control effect
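THP-1 cells pretreated 1 hr with compounds (up to 57.5 uM final), then stimulated with LPS (250 ng/mL final) plus ATP (1.25 mM final); secreted IL-1B measured by AlphaLISA after 16 hr, decreased signal indicating inhibition.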
HT1080NT lethal: kills 2HG-producing HT-1080-NT fibrosarcoma cells; HT-1080-NT fibrosarcoma viability, CellTiter-Glo ATP luminescence, 48 h; 1.6% of 360,000 active; Potency, µM (series often up to 46.1 µM), for the others: at the top dose activity, negative = less viability, hits mostly cytotoxic;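 also: NT is the 2HG producing partner of a matched IDH1 knockdown line; potency is read from the fitted curve at half-maximal effect; 0% = DMSO-treated cells and -100% = media-only wells without cells; nearly all actives have a fitted effect of over 55% in size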
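Compounds were tested in concentration-response format on HT-1080-NT cells for 48 hours at 37 degrees C. Cell viability came from CellTiter-Glo luminescence; curves were classified by r2, response magnitude and activity.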
MCF10A rereplic: DNA re-replication induction in MCF 10a cells; MCF 10A DNA re-replication, Hoechst nuclear intensity, 48 h; Potency, µM (top dose mostly 46.1 µM), inactives show top-dose activity, positive = re-replication, most hits filed as activators; 2.9% of 350,000 active; AID 624296; also: potency is read from the fitted curve at half-maximal effect; % of control where 0% means no effect; nearly all actives have a fitted effect of over 50% in size
ATXN2 expr inh: inhibitors of ATXN2 expression. HEK-293 ATXN2-luciferase reporter, luminescence, 24 h. Potency, µM (highest dose often 57 µM), for the others: at the highest dose activity change, negative = inhibition, actives largely listed as inhibitors. 0.72% of 360,000 active. AID 1745845; also: potency is read from the fitted curve at half-maximal effect; % is scaled to controls: 0 for no effect and ±100 for the full control effect; nearly all actives have a fitted effect of over 55% in size
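ATXN2-luciferase reporter cells (luciferase flanked by upstream and downstream ATXN2 gene portions) were treated 24 h at 37 °C with compounds at up to 57 uM. SteadyGlo luminescence gave expression; GF-AFC fluorescence gave viability.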
WRN inhibitor: WRN helicase (human) inhibition | Q14191 | WRN helicase unwinding, fluorescent forked duplex, kinetic | Potency, µM (series often up to 114 µM), for inactives: at the highest dose activity change, negative = inhibition, usual class: inhibitors | 0.46% of 360,000 active; also: potency is read from the fitted curve at half-maximal effect; % is scaled to controls: 0 for no effect and ±100 for the full control effect; nearly all actives have a fitted effect of over 55% in size
Target sequence (Q14191 whole entry, looked up): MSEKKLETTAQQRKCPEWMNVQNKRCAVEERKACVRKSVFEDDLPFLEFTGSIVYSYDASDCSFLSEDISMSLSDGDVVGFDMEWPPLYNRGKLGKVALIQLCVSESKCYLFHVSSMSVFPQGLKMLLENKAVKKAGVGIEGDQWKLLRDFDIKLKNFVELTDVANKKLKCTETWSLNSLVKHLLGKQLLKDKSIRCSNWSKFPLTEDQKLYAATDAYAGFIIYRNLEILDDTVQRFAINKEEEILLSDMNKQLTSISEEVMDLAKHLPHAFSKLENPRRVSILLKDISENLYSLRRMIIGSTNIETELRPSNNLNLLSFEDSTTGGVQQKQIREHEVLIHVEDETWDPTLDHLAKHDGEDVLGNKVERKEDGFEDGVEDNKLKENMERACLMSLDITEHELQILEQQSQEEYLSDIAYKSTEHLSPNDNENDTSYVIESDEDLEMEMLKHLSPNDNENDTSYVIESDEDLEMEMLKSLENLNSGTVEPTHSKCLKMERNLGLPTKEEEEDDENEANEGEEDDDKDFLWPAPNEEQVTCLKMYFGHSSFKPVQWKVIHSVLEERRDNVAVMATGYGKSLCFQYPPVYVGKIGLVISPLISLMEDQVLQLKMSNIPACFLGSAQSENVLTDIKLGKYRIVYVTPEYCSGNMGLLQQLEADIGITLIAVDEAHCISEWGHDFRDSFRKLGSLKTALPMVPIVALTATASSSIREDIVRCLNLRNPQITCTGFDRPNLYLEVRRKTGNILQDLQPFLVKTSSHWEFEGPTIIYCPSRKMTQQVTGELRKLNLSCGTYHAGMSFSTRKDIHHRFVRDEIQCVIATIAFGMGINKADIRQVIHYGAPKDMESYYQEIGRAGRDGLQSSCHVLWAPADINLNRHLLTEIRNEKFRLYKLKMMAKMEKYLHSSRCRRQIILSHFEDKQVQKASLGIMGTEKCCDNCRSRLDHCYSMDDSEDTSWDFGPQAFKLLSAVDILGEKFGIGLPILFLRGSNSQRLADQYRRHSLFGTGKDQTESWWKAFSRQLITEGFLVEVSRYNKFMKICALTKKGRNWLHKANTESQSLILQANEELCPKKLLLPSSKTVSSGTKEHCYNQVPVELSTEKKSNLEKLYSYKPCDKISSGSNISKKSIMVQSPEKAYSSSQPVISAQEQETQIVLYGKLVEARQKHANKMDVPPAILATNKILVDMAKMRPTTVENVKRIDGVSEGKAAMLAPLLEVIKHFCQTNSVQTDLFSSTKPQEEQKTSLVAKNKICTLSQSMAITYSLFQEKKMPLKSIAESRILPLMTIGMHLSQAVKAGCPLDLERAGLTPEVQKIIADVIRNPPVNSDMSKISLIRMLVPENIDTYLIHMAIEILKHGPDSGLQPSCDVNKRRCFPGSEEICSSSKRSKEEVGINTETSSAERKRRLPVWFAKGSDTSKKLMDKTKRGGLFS
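Primary qHTS, 1536-well format. 20 nM WRN + compound, 15 min RT; start with 100 nM forked fluorophore/quencher duplex, 2 mM ATP (final); kinetic read ex 525/em 598 nm.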
HT1080 IDH1KD tx: HT-1080 IDH1 knockdown cell toxicity (counter line) | 2% of 360,000 active | Potency, µM (doses to about 46.1 µM), without a hit: at the highest dose activity, negative = toxicity, actives largely listed as cytotoxic | HT-1080 IDH1 knockdown viability, ATP luminescence, 48 h | AID 686971;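 also: potency is read from the fitted curve at half-maximal effect; 0% = DMSO wells and -100% = cell-free medium wells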
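Cytotoxicity counter-line: IDH1KD HT-1080, 48 h, CellTiter-Glo. Curves classed by r2, magnitude and activity.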
* hit, by the source's call; u = inconclusive; x = not tested or not shown; [ ] = remark or other dose. Unless noted, calls follow the shape of the dose curve; as a rule, active = well fitted curve in the direction sought with a large enough effect; inconclusive = small, poorly fitted or top-dose-only effect, or another doubt; inactive = no such curve, though single readings can be large; an effect the other way counts as inactive or inconclusive.

The first 6 compounds, ahead of the listing:
SMILES	KB-3-1 tox	SW480 rereplic	KB-V1 MDR tox	IL1B secr inh	HT1080NT lethal	MCF10A rereplic	ATXN2 expr inh	WRN inhibitor	HT1080 IDH1KD tx
COc1ccc(Nc2c3c(nc4ccccc24)CCC3)cc1	u	8%	21µM*	x	23µM*	1%	u	3%	u
O=C(c1cccc(C(=O)N2CCN(c3ccccc3F)CC2)c1)N1CCN(c2ccccc2F)CC1	0%	3%	0%	-8	-9%	13%	-11%	-9%	-21%
CCC(C)Nc1nc(OC(C(F)(F)F)C(F)(F)F)nc(OC(C(F)(F)F)C(F)(F)F)n1 (stereo not drawn)	-11%	-4%[9.22 µM]	7%	16	-5%	-28%	0%	20%	-12%
COCCNC(=O)CSc1nc2ccccc2c(=O)n1CCC(=O)N1CCN(c2ccccc2)CC1	9%	-1%	u	-13	3%	-3%	-19%	10%	1%
CC12CCC(C(N)=O)(C1Br)C2(C)C (stereo not drawn)	1%	1%	-14%	3	10%	1%	-3%	0%	18%
Cc1cccc(CSCCNC(=O)CN2C(=O)c3ccccc3S2(=O)=O)c1	10%	9%	-7%	8	2%	u	-28%	-7%	-9%

The listing (from the top)
SMILES	KB-3-1 tox	SW480 rereplic	KB-V1 MDR tox	IL1B secr inh	HT1080NT lethal	MCF10A rereplic	ATXN2 expr inh	WRN inhibitor	HT1080 IDH1KD tx
COc1ccc(Nc2c3c(nc4ccccc24)CCC3)cc1	u	8%	21µM*	x	23µM*	1%	u	3%	u
O=C(c1cccc(C(=O)N2CCN(c3ccccc3F)CC2)c1)N1CCN(c2ccccc2F)CC1	0%	3%	0%	-8	-9%	13%	-11%	-9%	-21%
CCC(C)Nc1nc(OC(C(F)(F)F)C(F)(F)F)nc(OC(C(F)(F)F)C(F)(F)F)n1 (stereo not drawn)	-11%	-4%[9.22 µM]	7%	16	-5%	-28%	0%	20%	-12%
COCCNC(=O)CSc1nc2ccccc2c(=O)n1CCC(=O)N1CCN(c2ccccc2)CC1	9%	-1%	u	-13	3%	-3%	-19%	10%	1%
CC12CCC(C(N)=O)(C1Br)C2(C)C (stereo not drawn)	1%	1%	-14%	3	10%	1%	-3%	0%	18%
Cc1cccc(CSCCNC(=O)CN2C(=O)c3ccccc3S2(=O)=O)c1	10%	9%	-7%	8	2%	u	-28%	-7%	-9%
COc1cc(CCC(=O)OCC(=O)Nc2ccccc2C#N)cc(OC)c1OC	-1%	u	-12%	23	1%	-2%	x	0%	-1%
Cc1nc(SCC(=O)N2CCN(C(=O)c3cccs3)CC2)c2c(C)c(C)sc2n1	u	21%	u	-4	-6%	0%	-25%	-5%	1%
CCOC(=O)c1c(C)[nH]c(C(=O)Nc2cc(OCC)c(N3CCOCC3)cc2OCC)c1C	17%	1%	19%	1	-3%	-8%	-15%	-5%	0%
COc1cccc(OC)c1OCCCCc1c(C)n[nH]c1C	-4%	2%	6%	2	1%	14%	-9%	-2%	-3%
O=C(NCc1ccc(F)cc1)Nc1cccc(Cl)c1	7%	3%	-14%	0	-25%	0%	59%[activator]	-1%	-15%
Nc1nc(Nc2ccccc2)sc1C(=O)c1ccccc1	u	u	u	x	u	u	11%	-10%	u
COc1cc(C(C)=O)ccc1OCC(=O)Nc1ccc(Cl)c(S(=O)(=O)N2CCOCC2)c1	-17%	u	u	0	0%	4%	-27%	2%	-1%
CCC(=O)N(C)C[C@H]1Oc2ncc(C#Cc3cccnc3)cc2C(=O)N([C@@H](C)CO)C[C@@H]1C	-2%	x	4%	-5	-4%	x	-4%	9%	5%
COC(=O)c1ccc2c(=O)n(CCCCCC(=O)NCc3ccc4c(c3)OCO4)c(=O)[nH]c2c1	4%	-4%	-5%	33	0%	-1%	4%	-20%	1%
Cc1ccccc1NC(=O)Cc1nc(CN(C)CC(=O)Nc2cccc(F)c2)cs1	24%	-26%	-9%	u	-2%	2%	-2%	0%	-8%
NC(=O)CCn1c(C(=O)c2cccc([N+](=O)[O-])c2)c2ccccc2[n+]1[O-]	2%	-16%	0%	6	24%	4%	-1%	1%	-3%
O=C(O)c1ccccc1Sc1c([N+](=O)[O-])cc(C(F)(F)F)cc1[N+](=O)[O-]	6%	5%	1%	-67*	-7%	u	-20%	2%[57.1 µM]	-7%
COC(=O)C1CCCCN1C(=O)c1cccc(OC2CCN(C(=O)C3CC3)CC2)c1 (stereo not drawn)	14%	3%	24%	0	1%	0%	-6%	-17%	17%
Cc1onc(-c2ccccc2)c1C(=O)NCC(O)c1ccccc1 (stereo not drawn)	4%	3%	5%	-24	4%	16%	4%	2%	4%
COC(=O)Cc1cc(=O)[nH]c(/N=C(\N)Nc2ccccc2)n1	3%	-3%	2%	13	5%	10%	3%	1%	6%
CC(Cc1cccnc1)NC(=O)c1cc(COc2c(F)cccc2F)on1 (stereo not drawn)	-1%	-11%	-43%	-2	1%	2%	2%	0%	1%
COc1ccc(CCN(C)C(=O)CSc2nc3ncc(Cl)cc3[nH]2)cc1OC	-24%	-28%	-12%	u	5%	-4%	17%	-10%	11%
CC(C(=O)Nc1ccc(C#N)cc1)N1CCN(C(=O)C2CC2)CC1 (stereo not drawn)	5%	-4%	0%	-1	10%	5%	4%	2%	0%
CC(=O)c1c(C)[nH]c(C(=O)CN2C(=O)NC(C)(c3ccc4c(c3)OCO4)C2=O)c1C (stereo not drawn)	x	-1%	x	17	10%	1%	12%	1%	-1%
O=C(COC(=O)CCSc1ccc(Cl)cc1)NCc1ccccc1Cl	0%	-5%	10%	27	2%	3%	-12%	-9%	-1%
OCCC1CN(Cc2cccn2-c2nccs2)CCN1Cc1ccccc1 (stereo not drawn)	10%	2%	-2%	-2	3%	0%	-2%	-3%	10%
O=C(C(=O)N1CCC(Cc2ccccc2)CC1)c1ccccc1Br	-4%	x	-21%	-9	-7%	x	x	-5%	-17%
Cc1ccccc1OCCC(=O)OCC(=O)NCCc1ccccc1	-1%	-5%	-9%	0	1%	2%	1%	-3%	-1%
C/C(CCc1ccc2c(c1)OCO2)=N\N=C1\NC(=O)CC(C(=O)Nc2ccccc2F)S1 (stereo not drawn)	7%	-3%	14%	32	0%	23%	-2%	-8%	5%
Cc1cc(C(F)(F)F)nn1CC(=O)NCc1ccccc1	-1%	-1%[9.22 µM]	5%	u	12%	-3%	-4%	1%	4%
CCOC(=O)c1nnc(-c2ccccc2)nc1Oc1ccc(Cl)cc1	-6%	-4%	4%	-71*	u	u	u	-6%	u
CCCNC(=O)C1(C)CCCN(Cc2ccc3ccccc3c2)C1 (stereo not drawn)	0%	x	-1%	0	0%	x	-11%	1%	u
COc1ccc(/C=C\C(=O)NCc2ccc3c(c2)cc(C)n3C)cc1OC	-5%	4%	-9%	-21	-1%	-2%	4%	-33%	-1%
COc1ccc(N(Cc2cc3cc(OC)ccc3[nH]c2=O)S(C)(=O)=O)cc1	7%	0%	2%	9	2%	3%	0%	7%	-2%
NC(=O)c1c(NC(=O)Cc2cccs2)sc2c1CCC2	5%	-4%	4%	u	-12%	7%	21%	-11%	-13%
CCCCN(C(=O)c1cc(Cl)nc2ccccc12)c1c(N)n(Cc2ccccc2)c(=O)[nH]c1=O	-3%	-3%	-4%	2	-6%	-1%	-6%	17%	-8%
O=C(c1cc2ccccc2o1)N1CCCCCC1	3%	-2%	-4%	3	0%	u	21%	1%[57.1 µM]	1%
CCSc1nnc2nc(C)cc(C)n12	0%	1%	12%	8	16%	-1%	-8%	13%	7%
COc1ccc(CNCc2ccc([N+](=O)[O-])cc2)cc1OC	20%	-8%	2%	0	1%	6%	24%	0%	6%
O=C(C[N+]1(CC#Cc2ccccc2)CCOCC1)c1ccc(Cl)cc1	2%	-8%	-5%	-11	u	u	u	-3%	u
Cc1ccn(CCSCC(=O)O)n1	0%	-1%	-5%	-10	-2%	3%	0%	5%	-2%
CC(=O)N1CCN(C(=O)CCNC(=O)c2ccc(Br)cc2)CC1	13%	-81%[inhibitor]	6%	9	26%	1%	16%	5%	15%
CC(OC(=O)Cc1n[nH]c(=O)c2ccccc12)C(=O)Nc1cc(Cl)cc(Cl)c1 (stereo not drawn)	15%	-74%[inhibitor]	-6%	33	-22%	5%	4%	-5%	-15%
Cc1sc2ncnc(NCc3ccco3)c2c1C	6.5µM*	1%	2.6µM*	-59*	-1%	-3%	u	-25%[57.1 µM]	-4%
Cc1oc2c(CN3CCCC(C)C3)c(O)ccc2c(=O)c1-c1ccccc1 (stereo not drawn)	u	29%	-12%	5	-2%	2%	8%	4%[57.1 µM]	2%
OCCNc1nc(Nc2ccccc2Oc2ccccc2)nc(N2CCCC2)n1	-10%	u	-14%	x	x	u	-11%	x	x
O=C(NC1CCCCC1)c1ccc(S(=O)(=O)c2ccccc2)cc1	-9%	0%	-19%	-2	-19%	0%	-16%	-3%	-19%

An excerpt of these results, field by field:
Cc1ccn(CCSCC(=O)O)n1
  KB-3-1 tox = 0%
  SW480 rereplic = -1%
  KB-V1 MDR tox = -5%
  IL1B secr inh = -10
  HT1080NT lethal = -2%
  MCF10A rereplic = 3%
  ATXN2 expr inh = 0%
  WRN inhibitor = 5%
  HT1080 IDH1KD tx = -2%
O=C(C[N+]1(CC#Cc2ccccc2)CCOCC1)c1ccc(Cl)cc1
  KB-3-1 tox = 2%
  SW480 rereplic = -8%
  KB-V1 MDR tox = -5%
  IL1B secr inh = -11
  HT1080NT lethal = u
  MCF10A rereplic = u
  ATXN2 expr inh = u
  WRN inhibitor = -3%
  HT1080 IDH1KD tx = u
